# Source: PubChem
# HSP90 refold inh: HSP90 refolding inhibition in rabbit reticulocyte lysate; inhibition, % at 5.6 µM; luciferase refolding luminescence, 3 h; hit rate 0.91% among 290,000;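 active = inhibition above the screen-wide mean plus 3 SD, computed separately per campaign, cut at about 16% in these data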;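 note: 0% = DMSO wells and 100% = 60 µM geldanamycin wells; inhibitors lower the luminescence because luciferase stays unfolded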
# KLF5 inhibitor: inhibitors of KLF5 expression. DLD-1 KLF5 promoter-luciferase reporter, luminescence. inhibition, % at 5 µM. hit rate 0.23% among 290,000. AID 1700;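 active = inhibition above a per-plate limit of that plate's mean compound inhibition plus 3 SD, cut at about 60% in these data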;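 note: 0% = DMSO wells and 100% = LY294002 at 200 µM; higher means less KLF5 promoter-driven luciferase light; inactives centre near -14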
# AI-2 QS mod: Vibrio harveyi AI-2 quorum sensing modulation; Vibrio harveyi JMH597 AI-2 luminescence/OD600 ratio, 9 h; hits give low values; strain lacks LuxN and CqsS sensors; 0 = neutral-control median; activity change, % at 7.5 µM; hit rate 0.4% among 300,000; in the data active = activity change below about -75%, passing the limit was not always enough;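 note: luminescence divided by OD600 gain over 9 h not by final OD600 alone; inactives centre near 13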
# HSF1 inh: HSF1 inhibition | NIH3T3-HGL HSE-luciferase, MG132-induced, luminescence 8 h; hits give low values | activity change, negative = inhibition, % at 7.5 µM (by protocol) | hit rate 0.77% among 300,000;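 active = more than half of replicate wells show activity change below -50%, luminescence cut by over half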;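 note: luciferase reports HSF-1 transcriptional activity via heat shock element; 0% = median of DMSO wells and -100% = zero luminescence signal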
# GSK3 alpha inh: blocks human GSK-3 alpha kinase; AID 2650; ADP-Glo luminescence, 60 min; inhibition, % at 10 µM; hit rate 0.1% among 320,000;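 in the data active = inhibition above about 50%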;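 note: GST-tagged GSK-3 alpha with peptide substrate and 25 µM ATP; 0% = DMSO neutral wells and 100% = GW8510 positive control wells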
# Target sequence (P49840 whole entry, looked up): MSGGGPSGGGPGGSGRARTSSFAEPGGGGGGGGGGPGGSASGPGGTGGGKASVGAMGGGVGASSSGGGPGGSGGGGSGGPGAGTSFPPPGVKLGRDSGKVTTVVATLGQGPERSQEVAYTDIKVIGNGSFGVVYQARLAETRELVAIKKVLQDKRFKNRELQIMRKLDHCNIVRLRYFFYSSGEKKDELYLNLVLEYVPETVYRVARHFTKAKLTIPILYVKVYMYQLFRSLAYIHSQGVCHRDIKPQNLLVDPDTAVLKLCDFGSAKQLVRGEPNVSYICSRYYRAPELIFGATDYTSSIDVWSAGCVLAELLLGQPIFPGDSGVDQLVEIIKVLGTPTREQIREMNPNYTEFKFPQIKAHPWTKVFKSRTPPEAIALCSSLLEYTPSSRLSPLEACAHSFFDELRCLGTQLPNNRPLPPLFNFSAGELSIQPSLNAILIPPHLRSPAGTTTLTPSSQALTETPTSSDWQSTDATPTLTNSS
# HIF activator: HIF pathway transcriptional activation | U2OS HRE-luciferase reporter, luminescence; normalized: DMSO 0%, desferrioxamine 100% | activation, % at 7.5 µM (by protocol) | hit rate 0.32% among 300,000;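 active = mean activation of at least 10% of the iron chelator positive control signal, with at least half of replicates also reaching 10%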
# GSK3beta inhib: blocks human GSK3beta kinase activity. activity score (negative = inhibition), % at 10 µM. hit rate 0.038% among 300,000. AID 2097. GST-GSK3beta kinase, ADP-Glo luminescence, 60 min; hits give low values. P49841;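 active = more than half of replicate wells score below -50%, meaning over 50% inhibition versus plate controls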;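 note: 0% = median DMSO wells and -100% = median GW8510 positive control wells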
# Target sequence (P49841 whole entry, looked up): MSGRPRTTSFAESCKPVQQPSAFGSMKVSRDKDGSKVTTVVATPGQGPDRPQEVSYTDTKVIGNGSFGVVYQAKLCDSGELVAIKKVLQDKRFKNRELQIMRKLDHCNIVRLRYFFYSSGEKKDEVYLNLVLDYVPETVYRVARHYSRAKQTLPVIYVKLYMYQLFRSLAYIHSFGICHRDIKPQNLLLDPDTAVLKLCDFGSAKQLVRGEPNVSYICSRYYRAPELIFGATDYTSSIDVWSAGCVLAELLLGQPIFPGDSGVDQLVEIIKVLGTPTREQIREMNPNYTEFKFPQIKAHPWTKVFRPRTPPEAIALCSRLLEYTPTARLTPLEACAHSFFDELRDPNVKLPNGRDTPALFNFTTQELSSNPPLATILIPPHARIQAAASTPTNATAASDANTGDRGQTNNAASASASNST
#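 Test system – GST-tagged human GSK3beta kinase, cell-free · Incubation – 60 min enzyme reaction, room temperature · Signal – ADP-Glo luminescence · Also added – peptide substrate and ATP at 25 µM · Controls – DMSO neutral wells and GW8510 at 20 µM as positive · Buffer or medium – Tris/MgCl2 kinase buffer · Measure – Luminescence-derived activity versus plate DMSO and GW8510 wells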
# IEC-6 tox: counter-screen for KLF5 inhibitors: cytotoxicity in IEC-6 cells. inhibition, % at 5 µM. hit rate 0.78% among 290,000. IEC-6 cytotoxicity, luminescence viability; in the data active = inhibition above about 22%;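 note: 0% = plate median of test compound wells and 100% = cytotoxic reference compound wells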
# aSyn 5UTR inh: MLPCN primary screen, SNCA 5' untranslated region; alpha-synuclein 5'UTR reporter, inhibitor activity; inhibition, % (tested at 7.5 µM); AID 1813; hit rate 0.82% among 300,000; in the data active = inhibition above about 60%;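 note: H4 neuroglioblastoma cells stably carrying SNCA 5'UTR luciferase fusion; 0% = DMSO wells and 100% = positive control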
# HSF1 activator: increases HSF-1 driven luciferase reporter signal; NIH3T3-HGL HSF-1 luciferase reporter, MG132, 8 h; 100% = twice DMSO control signal; activation, % at 9 µM; hit rate 1.7% among 300,000;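 active = mean replicate activation of at least 50% with a set share of replicates each reaching 50%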;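 note: 0% = median of the neutral control wells and 100% = twice that signal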
# * marks the source's active call; other numbers are inactive results; / = no result given.
SMILES,HSP90 refold inh,KLF5 inhibitor,AI-2 QS mod,HSF1 inh,GSK3 alpha inh,HIF activator,GSK3beta inhib,IEC-6 tox,aSyn 5UTR inh,HSF1 activator
C=CCN(c1ccc(C(=O)Nc2cccc([N+](=O)[O-])c2)cc1)S(C)(=O)=O,-3.1,-6.5,-3.1,2.4,0.2,-0.6,-3.6,7.1,31.2,1.9
Fc1ccc(-c2nc3c(-c4ccc(F)cc4)cnn3cc2CCN2CCOCC2)cc1,4.2,3.1,9.7,1.0,-3.5,-0.3,-4.2,-0.3,3.3,-7.6
COc1c(Cl)ccc(Cl)c1C(=O)NCc1ccco1,-1.7,-9.1,-16.4,0.3,-0.9,0.3,0.8,-4.9,-10.1,15.1
CNC(C)C#Cc1ccc2c(=O)c3c(OC)cccc3oc2c1 (stereo not drawn),-2.2,-76.8,28.1,-1.3,1.6,4.5,0.0,6.9,-66.4,24.0
CSc1nnc(C)c(/C=C/NOCc2cccc(F)c2)n1,-0.8,-14.2,-1.5,10.3,-1.0,-0.3,0.0,-2.4,-7.3,18.3
O=[N+]([O-])c1cccc(CN2CCCCCC2)c1,8.3,7.8,35.4,-1.4,1.7,-0.4,-0.2,-0.2,-19.3,14.3
O=c1c(/C=N/N2CCOCC2)c(C(F)(F)F)[nH]n1-c1ccccc1,0.4,12.5,4.4,-2.8,-0.3,-0.2,1.3,-3.0,-2.6,29.4
c1ccc(Cc2noc(CN3CCCN(C4Cc5ccccc5C4)CC3)n2)cc1,1.6,-23.9,10.0,-6.1,-0.5,-0.1,1.7,-1.1,3.1,-13.0
COc1ccc(C(=O)Nc2ccc(C(=O)c3ccccc3)cc2)cc1,/,/,3.3,4.9,-0.5,0.8,-0.9,/,-42.1,11.1
COc1ccc(NC(=S)N(Cc2ccccn2)Cc2ccccc2Cl)cc1,0.4,13.2,4.2,-6.3,-2.8,1.5,-3.1,-1.4,-2.6,14.7
O=C(CS(=O)(=O)c1ccccc1)Nc1ccc(N2CCOCC2)cc1,3.3,-19.2,-3.1,0.3,-6.3,19.9*,4.0,2.1,18.1,4.4
CCOC(=O)c1ccc(NC(=O)c2nc[nH]c2C(=O)N[C@@H](Cc2ccccc2)C(=O)OC(C)(C)C)cc1,/,/,2.5,0.0,1.1,-0.4,3.1,/,-10.2,-17.6
CC(=O)NC(Cc1c[nH]c2ccccc12)C(=O)NCc1ccc2c(c1)OCO2 (stereo not drawn),-0.4,-1.0,12.2,-5.5,1.7,0.1,-1.5,-6.2,12.5,-0.4
O=C(COC(=O)Cc1ccccc1F)Nc1cccc(S(=O)(=O)NC2=NCCCCC2)c1,1.6,-27.5,19.9,0.5,2.0,-0.3,-1.0,2.2,-7.0,21.3
CCOc1ccc(N2CC(C(=O)N3CC(C)OC(C)C3)CC2=O)cc1 (stereo not drawn),0.0,-13.8,14.1,-4.5,-1.0,1.0,1.7,7.3,-6.0,-17.7

# Complete entries from above. Order of values: HSP90 refold inh	KLF5 inhibitor	AI-2 QS mod	HSF1 inh	GSK3 alpha inh	HIF activator	GSK3beta inhib	IEC-6 tox	aSyn 5UTR inh	HSF1 activator
# Listed for `Fc1ccc(-c2nc3c(-c4ccc(F)cc4)cnn3cc2CCN2CCOCC2)cc1` = 4.2	3.1	9.7	1.0	-3.5	-0.3	-4.2	-0.3	3.3	-7.6
# Listed for `COc1ccc(NC(=S)N(Cc2ccccn2)Cc2ccccc2Cl)cc1` = 0.4	13.2	4.2	-6.3	-2.8	1.5	-3.1	-1.4	-2.6	14.7
# Listed for `CNC(C)C#Cc1ccc2c(=O)c3c(OC)cccc3oc2c1` (stereo not drawn) = -2.2	-76.8	28.1	-1.3	1.6	4.5	0.0	6.9	-66.4	24.0
# Listed for `O=C(COC(=O)Cc1ccccc1F)Nc1cccc(S(=O)(=O)NC2=NCCCCC2)c1` = 1.6	-27.5	19.9	0.5	2.0	-0.3	-1.0	2.2	-7.0	21.3
# Listed for `COc1c(Cl)ccc(Cl)c1C(=O)NCc1ccco1` = -1.7	-9.1	-16.4	0.3	-0.9	0.3	0.8	-4.9	-10.1	15.1

# Continuation.
SMILES,HSP90 refold inh,KLF5 inhibitor,AI-2 QS mod,HSF1 inh,GSK3 alpha inh,HIF activator,GSK3beta inhib,IEC-6 tox,aSyn 5UTR inh,HSF1 activator
CC(NC(=O)Cc1ccc(NS(=O)(=O)c2cccc(C(F)(F)F)c2)cc1)c1ccccn1 (stereo not drawn),-0.5,-7.0,22.5,0.9,-1.4,-0.4,0.1,-5.3,-1.5,17.1
CCOC(=O)C1CCN(C(=S)Nc2ccc(Cl)cc2C)CC1,-1.4,-17.9,23.3,-3.5,-0.9,-0.2,4.7,-5.3,6.7,5.5
Cc1csc(NC(=O)CSc2nnc(-c3ccoc3C)n2CCc2ccccc2)n1,2.6,8.7,22.4,4.8,-0.5,-2.9,1.4,-1.3,8.5,13.2
O=C(/C=C/c1ccc(F)cc1)Nc1nc2ccccc2[nH]1,0.6,-20.5,14.2,10.4,-4.2,0.9,3.1,-2.5,-129.3,54.8*
COc1ccc(NC(=O)c2c(N)no[n+]2[O-])c(OC)c1,-6.2,-31.9,20.4,-0.7,-1.3,0.2,1.4,-1.5,-6.3,7.3
CCOC(=O)C(C)Oc1ccc2c(-c3cccc([N+](=O)[O-])c3)cc(=O)oc2c1 (stereo not drawn),0.2,-24.3,3.5,5.8,-0.6,0.0,-1.3,2.7,-32.0,2.1
COc1ccc(CNC(=O)c2c[nH]c3ccccc3c2=O)cc1,3.0,-28.0,35.1,-0.3,-1.3,0.3,0.2,6.9,-1.9,-5.4
O=C(c1ccc2c(=O)n3c(nc2c1)CCCCC3)N1CCN(c2ccccc2F)CC1,-0.2,-15.3,17.4,-0.6,-3.0,-0.2,0.5,9.3,2.3,16.3
COc1ccc2nc(C)cc(SCC(=O)N/N=C/c3ccco3)c2c1,6.3,7.7,-1.1,7.3,-0.2,-3.0,0.9,-2.1,-19.4,19.0
CCOc1ccccc1CN1CCNC(=O)C1CC(=O)N(C)Cc1cnccn1 (stereo not drawn),-2.6,-12.6,18.3,4.3,-0.8,-0.5,2.1,-2.1,14.5,2.7
Cc1nc(/N=C\N(C)C)sc1C(=O)Nc1ccccc1,-2.2,-20.6,27.4,13.2,0.3,1.3,-0.4,-2.5,-78.9,20.0
CCOC(=O)NC(NCc1ccccc1)(C(F)(F)F)C(F)(F)F,-7.7,-5.9,15.0,-10.3,1.5,-0.2,-7.4,1.3,-6.1,-12.8
COc1ccc(Oc2nc(C)nc3c2oc2ccccc23)cc1,4.0,-37.5,15.9,3.3,-1.7,-0.4,1.0,-1.7,-1.6,9.2
COc1ccc(-c2cccc(NC(=O)COc3ccc(Cl)cc3)c2)nn1,-1.5,-8.6,8.7,5.0,-0.2,0.8,1.5,2.5,6.7,11.9
CC(C)(C)CN1C(N)=NC[C@H]1Cc1ccc(O)cc1,/,/,24.2,-6.3,-1.1,0.1,-0.3,/,17.5,2.1
Cc1ccc(C(=O)N2CCN(C(=O)c3ccco3)CC2)cc1NC(=O)c1ccco1,3.2,-8.5,12.1,-1.5,-2.3,0.1,-6.1,3.7,18.8,-5.3
O=S(=O)(Nc1c(S(=O)(=O)c2ccccc2)c2nc3ccccc3nc2n1C1CCCCC1)c1ccccc1,-0.7,-21.4,33.7,-2.9,2.3,0.0,-0.6,-3.4,13.7,6.3
CN(C)S(=O)(=O)c1ccc(NC(=O)c2ccc(Br)o2)cc1,1.8,-45.3,-54.1,3.9,-3.8,0.9,1.6,1.8,-24.5,15.4
N#CCCN1CCN(S(=O)(=O)c2ccc(S(=O)(=O)NCC3CCCO3)cc2)CC1 (stereo not drawn),-2.5,19.7,7.7,1.5,-2.4,-0.2,-4.9,-0.4,-3.5,8.3
CC(C)(C)NC(=O)C(c1ccc(O)cc1)N(Cc1ccco1)C(=O)Cn1nnc(-c2cccs2)n1 (stereo not drawn),0.0,-21.7,11.0,0.1,0.2,-0.3,-0.8,2.7,-3.0,4.5
COC(=O)c1sc(NC(=O)c2cc(C)on2)nc1C,-0.6,-50.6,24.2,5.4,-0.4,1.3,-6.4,-2.8,-32.4,4.4
O=C(CC1C(=O)NCCN1C(=O)c1ccc(F)cc1)OCc1ccccc1 (stereo not drawn),5.0,-18.5,15.9,-1.6,-0.4,-0.2,2.3,-0.7,21.7,4.3
OCC[C@H]1C[C@H](O)[C@@H](O)[C@]2(CCCO2)O1,/,/,7.9,-11.2,-0.2,-0.3,-0.1,/,-13.3,-11.9
COc1ccccc1-c1cc(C(=O)Nc2sc3c(c2C#N)CCC(C)C3)c2ccccc2n1 (stereo not drawn),0.5,3.4,-1.7,-0.2,-0.6,-1.0,-7.1,5.7,12.1,-6.1
S=c1[nH]nc(-c2ccccc2)c2ccccc12,7.2,-4.3,4.6,11.2,-2.8,-0.2,1.9,9.4,10.7,11.2
O=C1C2C3C=CC(C3)C2C(=O)N1c1ccc2c(c1)OCO2 (stereo not drawn),6.8,-4.3,13.8,-1.2,3.2,0.0,-2.4,2.9,15.8,2.3
CCOC(=O)CSc1nc2ccccc2c(=O)[nH]1,-1.4,-6.8,46.9,4.4,-3.1,-0.1,1.4,3.0,-12.9,17.8
CCc1ccc(OCCOC(=O)Nc2ccccc2)cc1,6.8,-8.6,-11.4,-4.4,-0.1,1.0,-0.3,6.0,8.4,-6.7
CC[C@H](C)[C@H](NC(N)=O)C(=O)Nc1ccccc1F,0.3,-5.1,14.5,-6.9,0.3,0.2,0.7,-2.4,-38.7,3.4
CCOC(=O)c1sc(=NC(=O)c2cccc(Br)c2)n(C)c1C,-7.2,-19.2,14.5,17.8,-2.3,3.0,5.6,-0.2,-188.2,26.5
COc1ccccc1CCc1nnc(CCC(=O)NCC[C@@H]2C[C@@H]3C=C[C@H]2C3)o1,-0.1,6.5,9.0,-14.4,-0.6,0.6,1.2,-2.9,-10.5,-16.4
CCOC(=O)CSc1nn(-c2ccccc2)c(=S)s1,3.2,-2.2,32.6,-4.4,1.5,0.0,0.6,6.9,2.3,30.3
Cn1c(/C(C#N)=C2/CCCCCN2)nc2ccccc21,5.9,-41.6,-0.9,9.2,-3.3,-0.1,5.4,10.1,-13.4,8.6
O=C(NCc1ccc(F)cc1)C1CCCN(S(=O)(=O)c2cccnc2)C1 (stereo not drawn),0.9,25.4,14.4,1.9,0.7,-0.2,1.7,-1.9,-0.6,-1.3
Cc1cccc(C(=O)NNC(=O)/C=C/C(=O)O)c1,3.5,-0.8,11.5,15.2,4.0,-0.1,2.8,7.9,-3.2,33.5
COc1ccccc1NC(C)=O,2.3,-2.0,8.9,-6.3,1.3,0.2,4.4,-8.4,10.0,-7.3
CC(C)OC(=O)CSc1nnc(CNc2ccc(Cl)cc2)n1Cc1ccccc1,4.2,-2.6,4.3,11.0,-22.3,0.5,2.6,-1.6,4.7,-2.2
